RAD54 branch – inhibitors of human RAD54 branch migration, primary screen, biochemical, fluorescence, single point; AID 602329, 2012; RAD54 Holliday junction branch migration, FAM/BHQ fluorescence; inhibition, % at 10.4 µM; 0.14% of 360,000 active;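 active means mean normalized replicate activity at least 40 and at least half of replicates scoring 40 or more; inconclusive means only one of the two criteria met; inactive means mean below 40 and under half of replicates reaching 40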;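 further: 0% = median of neutral control wells and 100% = median of positive control wells; inhibitors cause a drop in the FAM fluorescence signal; in these data hits start at about 50%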
ARNT-TACC3 inh – disruptors of ARNT/TACC3 protein interaction, primary screen, biochemical, AlphaScreen, single concentration | Transforming acidic coiled-coil-containing protein 3 (Homo sapiens), Q9Y6A5 | AlphaScreen His-ARNT PAS-B/GST-TACC3 binding, luminescence; TACC3 fragment carries E629A point mutation | inhibition, % at 9.99 µM | 0.66% of 390,000 active | AID 623870, 2012;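 active means mean inhibition of replicates at least 50% and at least half of replicates each reaching 50%; inconclusive means half or more replicates reach 50% but mean below 50%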;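 further: 0% = complete ARNT plus TACC3 wells and 100% = ARNT alone without TACC3; many hits fall short of the cut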
ERAP1 HTS inh – human ERAP1 aminopeptidase inhibitors, primary screen, biochemical, single point, plate reader; AID 652197, 2013; 0.15% of 340,000 active; Endoplasmic reticulum aminopeptidase 1 (Homo sapiens), Q9NZ08; recombinant ERAP1, Leu-AMC fluorescence, 60 min; inhibition, % at 10.7 µM;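 active means mean replicate inhibition of at least 30%, or all replicates individually reaching that 30% level; inactive means mean below 30% and not every replicate reaching it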;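 further: 0% = neutral control wells and 100% = L-leucinethiol positive control wells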
Target sequence (Q9NZ08 whole entry, looked up): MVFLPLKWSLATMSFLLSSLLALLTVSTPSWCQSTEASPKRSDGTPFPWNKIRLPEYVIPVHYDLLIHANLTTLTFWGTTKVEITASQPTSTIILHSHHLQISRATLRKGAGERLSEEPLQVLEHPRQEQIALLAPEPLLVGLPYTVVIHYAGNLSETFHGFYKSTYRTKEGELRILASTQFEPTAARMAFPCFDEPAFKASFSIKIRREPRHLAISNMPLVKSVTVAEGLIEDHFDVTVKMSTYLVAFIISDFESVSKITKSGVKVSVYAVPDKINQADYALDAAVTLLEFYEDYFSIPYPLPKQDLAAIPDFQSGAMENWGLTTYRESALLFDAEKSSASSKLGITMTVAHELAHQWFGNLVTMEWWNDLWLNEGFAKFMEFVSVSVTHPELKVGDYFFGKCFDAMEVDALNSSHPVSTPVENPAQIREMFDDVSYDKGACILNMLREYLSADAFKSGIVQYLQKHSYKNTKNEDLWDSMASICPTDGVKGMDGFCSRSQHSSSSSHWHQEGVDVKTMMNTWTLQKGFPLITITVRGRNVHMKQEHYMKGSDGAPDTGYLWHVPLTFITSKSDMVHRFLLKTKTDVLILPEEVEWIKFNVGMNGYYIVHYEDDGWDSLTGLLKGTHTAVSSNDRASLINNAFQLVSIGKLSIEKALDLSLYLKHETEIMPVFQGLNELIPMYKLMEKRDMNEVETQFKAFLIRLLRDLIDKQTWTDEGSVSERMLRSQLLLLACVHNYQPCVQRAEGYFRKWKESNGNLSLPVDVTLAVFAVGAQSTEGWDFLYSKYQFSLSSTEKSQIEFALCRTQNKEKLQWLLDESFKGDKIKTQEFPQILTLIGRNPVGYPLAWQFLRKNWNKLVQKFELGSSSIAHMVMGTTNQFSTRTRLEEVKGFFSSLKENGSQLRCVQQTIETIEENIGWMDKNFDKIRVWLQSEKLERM
RAD52 anneal inh – RAD52 DNA annealing inhibitors, primary screen, biochemical, FRET, single point, set 2; DNA repair protein RAD52 homolog (Homo sapiens), P43351; recombinant RAD52 DNA annealing, FRET fluorescence; inhibition, % at 18.7 µM; 0.46% of 360,000 active; AID 651710, 2012;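 active means every replicate showing at least 50% inhibition; inconclusive means mean inhibition at least 50% but not in every replicate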
INS-1E GSIS act – GLuc luminescence reporter in INS-1E cells, primary screen for activators of glucose-dependent secretion of insulin; 0.61% of 370,000 active; activation, % at 16.6 µM; INS-1E GLuc reporter insulin secretion, 2-3 h;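 active means lowest replicate activation of at least 40%, so every replicate reaches that level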;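 further: 0% = median of neutral control wells and 100% = median of IBMX positive control wells; some compounds called inactive have numbers as strong as hits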
esBAF inh – Bmi1 luciferase reporter increase in mESCs, primary screen, esBAF inhibitor project, mouse ES cells, Bmi1 luciferase knock-in, single point. 2% of 350,000 active. reporter increase, % at 12.5 µM. 24 h; 100% = twice the neutral-well signal; in the data active means activation above about 40%; inconclusive means no clear call, values can overlap the other calls;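 further: 0% = median of the plate's neutral control wells and 100% = double that signal; a rise in the Bmi1 reporter signal indicates esBAF inhibition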
XiGFP reactiv – activators of inactive X chromosome reactivation, primary screen, imaging, XiGFP fibroblasts, GFP high-content imaging, set 2; activation, % at 7.58 µM; AID 743238, 2013; 0.055% of 360,000 active; XiGFP mouse fibroblasts, % GFP-positive cells imaging, 3 d; cells co-treated with 5-aza-dC sensitizer; scaled so ellipticine positive control = 100%;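 active means mean normalized replicate activation at least 10% and every replicate at or above 10%; inconclusive means only one of the two criteria met; inactive means mean below 10% and not all replicates reach 10%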;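 further: 0% = median of on-plate neutral control wells and 100% = ellipticine 6 µM median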
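Assay system – SV40-immortalized XiGFP fibroblast cells, line 68-5-11 · Buffer or medium – DMEM supplemented with 5-aza-dC as sensitizing agent · Dosing – one concentration, pinned · Benchmarks – positive control ellipticine, 6 µM final · Times – 3 days compound exposure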
F508del corr – F508del CFTR correction, initial screen, CFBE line, single point; CFBE cells, YFP halide quenching; stimulated with forskolin plus potentiator P3; % fluorescence drop versus neutral controls; activity (quench increase), % at 7.58 µM; 0.36% of 350,000 active;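 active means mean added fluorescence quench of at least 8% versus neutral control, with both replicates also reaching 8%; inconclusive means only one of the mean or replicate conditions met; inactive means mean below 8% and not both replicates reaching 8%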;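 further: cells transiently co-express mutant CFTR-F508del with the halide-sensitive YFP; corrector assay measuring rescue of mutant channel to the surface after 24 h compound exposure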
The depositor's hits bear a star; ? = inconclusive; . = not tested or not shown; & = joins results of further samples.

SMILES | RAD54 branch | ARNT-TACC3 inh | ERAP1 HTS inh | RAD52 anneal inh | INS-1E GSIS act | esBAF inh | XiGFP reactiv | F508del corr
Cc1c(CC(=O)O)c(=O)oc2c(C)c(OCc3nn[nH]n3)ccc12 | . | 1 | 2 | -5 | -20 | . | 0.0 | 2.3
COc1ccc(CN(C(=O)c2nsc(Cl)c2Cl)C(C(=O)NC2CCCC2)c2ccc(C)cc2)cc1 (configuration not stated) | . | 5 | 0 | -7 | -9 | . | -0.1 | .
Cc1ccccc1CN(C)C[C@@H]1OCc2cnnn2CCCC(=O)N([C@H](C)CO)C[C@@H]1C | 2 | -1 | 3 | 5 | 7 | -2 | -0.1 | 2.7
O=C(O)c1cc2[nH]c3c(c2cc1Cl)CCCC3 | 2 | -5 | -8 | -2 | 7 | 2 | 0.1 | -6.8
O=C(CSc1n[nH]c(-c2ccccn2)n1)Nc1ccc(Cl)cc1 | 7 | 68* | 1 | -19 | -8 | -25 | . | -0.2
O=C(CN1CCN(C(=O)C2CCCO2)CC1)Nc1cc(C(F)(F)F)ccc1Cl (configuration not stated) | -3 | 3 | -3 | -10 | 11 | 0 | 0.3 | -2.3
CCOC(=O)c1cc(S(=O)(=O)NC2CCCCC2)cn1C | 1 | 5 | -2 | -6 | -6 | 0 | 0.0 | 3.5
Cc1noc(NS(=O)(=O)c2ccc(NC(=O)c3ccccc3NS(=O)(=O)c3ccc(F)cc3)cc2)c1C | 0 | -10 | -8 | -7 | . | . | 0.0 | .
O=C(NC1CC2CCCC(C1)N2C(=S)Nc1ccc(Cl)cc1)C1CC1 (configuration not stated) | -2 | 2 | 0 | 1 | 10 | 3 | 0.1 | 1.7
Cn1c2c(c(=O)[nH]c1=O)C(c1ccc(O)cc1)C1=C(N2)c2ccccc2C1=O (configuration not stated) | 20 | -1 | 3 | -3 | 7 | -3 | 0.0 | 3.5
O=[N+]([O-])c1cccc(CP(=O)(c2ccccc2)c2ccccc2)c1 | -7 | . | -1 | -23 | -7 | 0 | 0.0 | 2.7
NCCCC[C@H]1CN=C(N)N1CC1CCCCC1 | -3 | 9 | 1 | -46 | 8 | -14 | 0.1 | -1.4
CCOc1ccc(-c2ccc3nnc(SCC(=O)NCC4CCCO4)n3n2)cc1 (configuration not stated) | 3 | 0 | -1 | -2 | -3 | -2 | -0.1 | -1.1
Cc1c(C(=O)Nc2ccc3nc(N4CCOCC4)sc3c2)oc2ccccc12 | -4 | -2 | -2 | -18 | -8 | 13 | -0.1 | 5.5
COC(=O)c1onc(C(=O)c2ccccc2)c1C(=O)OC | 7 | -4 | . | . | 35 | 7 | . | .
Cc1ccc(C(=O)NCC(=O)OCC(=O)c2ccc(Br)s2)cc1 | 5 | -7 | -3 | -18 | 17 | -4 | 0.1 | -4.2
Fc1ccc(/C=N/N2CCOCC2)c(F)c1 | . | -3 | -4 | -8 | 9 | . | 0.2 | 0.4
C[C@H]1CN([C@@H](C)CO)C(=O)Cc2cc(NS(=O)(=O)c3cn(C)cn3)ccc2O[C@H]1CN(C)S(C)(=O)=O | 2 | -1 | 0 | -1 | -7 | 0 | 0.0 | 0.4
CCCC(=O)Nc1c2c(nn1-c1ccc(C)cc1)CS(=O)(=O)C2 | -6 | -22 | 0 | -12 | 21 | -3 | 0.0 | 0.5
CCOC(=O)c1ccccc1NC(=O)COC(=O)CN1C(=O)NC2(CCCC2)C1=O | 8 | . | -4 | -5 | 4 | 1 | -0.1 | -2.5
N#C[C@H]1[C@@H](c2ccccc2)[C@@H](CO)N1S(=O)(=O)Cc1ccccc1 | 3 | -3 | -2 | 13 | 5 | 0 | 0.1 | -0.4
CC(Sc1nnc2ccccn12)C(=O)Nc1ccc2c(c1)OCO2 (configuration not stated) | -4 | -7 | 6 | -13 | -10 | 4 | 0.0 | -3.5
CN(C)C(=O)c1ccc(-c2ccc([C@@H]3[C@@H](CO)N4CCCCN(Cc5ccncc5)C[C@@H]34)cc2)cc1 | -1 | -1 | 4 | -20 | 9 | 20 | 0.4 | 2.1
Cc1cc(CN(Nc2ccccc2)c2ccccc2)cc(C)n1 | -6 | . | -2 | -8 | -25 | -8 | 0.1 | 1.6
O=[N+]([O-])c1ccc(NS(=O)(=O)c2ccccc2)c(Cl)c1 | -15 | -5 | 4 | 12 | -29 | -39 | 0.1 | -4.8
SMILES | RAD54 branch | ARNT-TACC3 inh | ERAP1 HTS inh | RAD52 anneal inh | INS-1E GSIS act | esBAF inh | XiGFP reactiv | F508del corr
COc1cc(CC(=O)OCC(=O)NCc2ccco2)cc(OC)c1OC | 9 | 1 | -7 | -20 | 15 | -2 | 0.6 | -0.1
Cc1cccc(-n2c(C)nc3cc(C(=O)N4CCOCC4)ccc32)c1 | -2 | -3 | -3 | 0 | 13 | 24 | -0.1 | -0.5
O=C(Nc1ccc2ccccc2c1)c1cc(F)c(F)cc1Cl | 1 | -1 | -1 | -15 | 0 | 78* | -0.1 | -0.2
CCS(=O)(=O)N1CCC2(CC1)CN(C(=O)Nc1c(C)noc1C)[C@@H](CO)c1[nH]c3cc(OC)ccc3c12 | . | . | 0 | -6 | 4 | . | 0.1 | -0.4
O=C(CSc1ccc(Cl)cc1)N/N=C/c1cccnc1 | . | -6 | -3 | -1 | 8 | . | -0.2 | -2.1
CC(=O)N1CCN(C(=O)CCc2nnc(CCCCc3ccccc3)o2)CC1 | -10 | 13 | -3 | -4 | 1 | 6 | 0.8 | 0.4
CCCN1C[C@@H](C)[C@@H](OC)CN(C)C(=O)c2cc(NC(=O)C3CC3)ccc2OC[C@@H]1C | 11 | -2 | 0 | -1 | 0 | 2 | 0.0 | 1.5
Cc1ccc(S(=O)(=O)Nc2ccc3c(c2)C(=O)N([C@@H](C)CO)C[C@H](C)[C@H](CN(C)S(=O)(=O)c2cccs2)OCCCC[C@H](C)O3)cc1 | 8 | 24 | 1 | 20 | 1 | 1 | -0.1 | 2.0
CC(=O)c1ccc(OCC(=O)N2CCN(S(=O)(=O)c3ccc(C)cc3C)CC2)cc1 | -10 | -3 | -6 | -24 | -36 | . | 0.2 | -1.5
Cc1c(Cl)ccc(S(=O)(=O)NCCCn2ccnc2)c1Cl | ? | 2 | 0 | 0 | 3 | 1 | 0.1 | 6.0
COc1ccc(S(=O)(=O)Nc2ccc3c(c2)C(=O)N([C@H](C)CO)C[C@H](C)[C@H](CN(C)S(=O)(=O)c2cn(C)cn2)OCCCC[C@@H](C)O3)cc1 | -2 | -1 | -2 | -4 | 16 | -5 | 0.0 | 0.6
COc1ccc(/C(C#N)=C/c2cccnc2)cc1 | 11 | -5 | 0 | -17 | 4 | 42* | 0.2 | -3.0
C[C@H](CO)N1C[C@H](C)[C@H](CN(C)Cc2ccccc2)Oc2ccc(NC(=O)Nc3cccc4ccccc34)cc2CC1=O | -6 | 4 | 0 | 3 | -4 | -2 | 0.0 | -0.4
CCC(=O)N1C[C@@H](C)[C@@H](OC)CN(C)C(=O)c2ccc(NC(=O)NC(C)C)cc2OC[C@@H]1C | 8 | -3 | -1 | -3 | 0 | 0 | 0.1 | 1.2
CC(C)(C)NS(=O)(=O)c1ccc(CCC(=O)NCc2ccc3c(c2)OCO3)cc1 | -3 | -5 | . | . | 19 | -4 | . | .
COc1ccc(-c2nc3ccccc3c(=O)[nH]2)cc1 | 2 | -4 | -3 | -16 | -2 | 7 | 0.0 | 1.0
CCOC(=O)C1CCN(C(=O)c2sc3ncn(CC(=O)N4CCCCC4)c(=O)c3c2C)CC1 | -5 | . | 0 | -7 | . | -8 | 0.0 | 1.4
COc1ccc(OC(C)C(=O)Nc2ccc(F)cc2F)cc1 (configuration not stated) | . | . | 1 | -6 | 4 | . | 0.4 | 0.3
Cc1ccc(S(=O)(=O)N(C)C)cc1NC(=S)NC(=O)C12CC3CC(CC(C3)C1)C2 | . | 12 | 3 | -6 | -8 | . | -0.4 | .
Cc1cccc(NC(=S)NCCSc2ccc(Cl)cc2)c1 | 0 | -6 | -4 | -8 | -52 | -2 | 0.3 | -0.4
CCN(CC)CCn1c2c(c(SCC(=O)Nc3ccc(C)c(F)c3)nc1=O)CCCC2 | . | . | -1 | -8 | -4 | . | -0.1 | 0.2
CC(C)[C@H](CO)N(Cc1cccc(F)c1)c1nc(Nc2cccc(Cl)c2)c2ncn(C(C)C)c2n1 | 1 | . | -3 | -12 | . | 16 | 0.0 | -1.7
C[C@H]1CCCCO[C@@H](CN(C)Cc2ccccc2)[C@@H](C)CN([C@@H](C)CO)C(=O)c2cc(NS(=O)(=O)c3ccc(Cl)cc3)ccc2O1 | -3 | 6 | -1 | 39 | -30 | 0 | -0.1 | 0.5
COc1ccc(Cl)cc1NC(=S)NCc1ccc(S(N)(=O)=O)cc1 | . | 10 | 3 | -20 | . | . | -0.3 | .
COc1ccc(NC(=O)/C(=C\c2ccccc2)NC(=O)c2ccco2)cc1 | . | -1 | 1 | -6 | -6 | -8 | 0.0 | 2.4

Compound profiles, as listed above:
Record of Cc1c(Cl)ccc(S(=O)(=O)NCCCn2ccnc2)c1Cl : RAD54 branch = ?; ARNT-TACC3 inh = 2; ERAP1 HTS inh = 0; RAD52 anneal inh = 0; INS-1E GSIS act = 3; esBAF inh = 1; XiGFP reactiv = 0.1; F508del corr = 6.0
Record of O=C(CSc1ccc(Cl)cc1)N/N=C/c1cccnc1 : RAD54 branch = .; ARNT-TACC3 inh = -6; ERAP1 HTS inh = -3; RAD52 anneal inh = -1; INS-1E GSIS act = 8; esBAF inh = .; XiGFP reactiv = -0.2; F508del corr = -2.1

Next records follow:
SMILES | RAD54 branch | ARNT-TACC3 inh | ERAP1 HTS inh | RAD52 anneal inh | INS-1E GSIS act | esBAF inh | XiGFP reactiv | F508del corr
Cc1cc(C)n(CC(=O)NNC(=O)CC(C)c2ccccc2)n1 (configuration not stated) | 1 | . | 1 | -13 | 34 | 4 | 0.0 | -3.1
CCCc1nc(SCC(=O)N2CCCC2)c2c(=O)n(C)c(=O)n(C)c2n1 | -2 | 33 | 4 | 1 | 7 | 0 | -0.1 | 2.6
O=S(=O)(N1CCOCC1)n1c(Cc2ccccc2)nc2ccccc21 | -8 | -3 | . | . | 49* | 13 | . | .
CN(C)CCNC(=O)c1cccc(-c2cnc3c(NC=O)cc(/C=C/c4ccccc4)cn23)c1 | 18 | . | 9 | 80* | 16 | 25 | 0.2 | -0.5
COC(=O)c1ccc(CN2CCC(Oc3ccc(C(=O)N4CCCCC4)cc3)CC2)cc1 | -13 | -4 | 1 | -53 | -8 | -4 | 0.6 | 1.0
CN(C)c1ccnc2c[cH-]cc12.[Fe].c1ccc(-[c-]2[c-](-c3ccccc3)[c-](-c3ccccc3)[c-](-c3ccccc3)[c-]2-c2ccccc2)cc1 (configuration not stated) | 0&7 | 3&12 | -1&5 | -20&47 | . | -28&-75 | -0.7&0.0 | -1.0&1.7
